Source: PubChem (NMMLSC)
RGS4-Gao reg: modulators of RGS4 binding to Galphao, primary screen, biochemical, multiplexed bead flow cytometry; Guanine nucleotide-binding protein G(o) subunit alpha (Homo sapiens), P09471; actives lie on both sides; binding response (% of control), % at 10 µM; 220,000 compounds, 0.33% hits; AID 1415, 2008; in the data active = binding response below about 49% or above about 150%; inactive = in between;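 note: fluorescent Galphao activated with aluminum fluoride binding bead-coupled RGS4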
Bim-Bcl-XL: inhibitors of Bim-Bcl-XL binding, primary screen, biochemical, multiplexed, bead flow cytometry, human Bcl-XL; Bim peptide-Bcl-XL binding, fluorescence; Bcl-2-like protein 1 (Homo sapiens), Q07817; 190,000 compounds, 0.04% hits; inhibition, % at 10 µM
Bim-Bfl-1: inhibitors of Bim binding to Bfl-1, primary screen, biochemical, multiplexed, bead-based flow cytometry | Bim-Bfl-1 binding inhibition | inhibition, % at 10 µM | 190,000 compounds, 0.12% hits;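 note: 0% = wells without compound plus tracer and 100% = blocker peptide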
Bcl-B Bim block: inhibitors of Bim-Bcl-B binding, primary screen, biochemical, multiplexed, human Bcl-2 family. Bcl-2-like protein 10 (Homo sapiens), Q9HD36. bead-based flow cytometry, Bim peptide-Bcl-B binding. inhibition, % at 10 µM. 190,000 compounds, 0.073% hits. AID 951, 2007;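 note: 0% = tracer peptide without compound and 100% = reference inhibitor peptide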
Bcl-W Bim block: inhibitors of Bim binding to Bcl-W, primary screen, biochemical, multiplexed, bead-based flow cytometry. Bcl-2-like protein 2 (Homo sapiens), Q92843. Bim peptide-Bcl-W binding. inhibition, % at 10 µM. 190,000 compounds, 0.02% hits;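 note: 0% = bound tracer without compound and 100% = peptide blocker; higher means less fluorescent Bim peptide bound to Bcl-W beads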
ABCB1 inh: ABCB1 efflux pump inhibitors, primary screen, cell-based, multiplex, flow cytometry, ABCG2 counter-screen; ATP-dependent translocase ABCB1 (Homo sapiens), P08183; CCRF-Adr cells, JC-1 efflux; inhibition, % at 6.6 µM; 190,000 compounds, 0.067% hits; AID 1326, 2008; in the data active = inhibition above about 40%;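 note: 0% = vehicle and 100% = reference inhibitor; higher value means more JC-1 retained so stronger ABCB1 efflux block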
Bim-Mcl-1: inhibitors of Bim peptide binding to Mcl-1, primary screen, biochemical, bead-based flow cytometry, multiplex; Induced myeloid leukemia cell differentiation protein Mcl-1 (Homo sapiens), Q07820; Bim peptide-Mcl-1 binding; inhibition, % at 10 µM; 190,000 compounds, 0.1% hits;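 note: 0% = no compound tracer wells and 100% = peptide blocker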
Target sequence (Q07820 whole entry, looked up): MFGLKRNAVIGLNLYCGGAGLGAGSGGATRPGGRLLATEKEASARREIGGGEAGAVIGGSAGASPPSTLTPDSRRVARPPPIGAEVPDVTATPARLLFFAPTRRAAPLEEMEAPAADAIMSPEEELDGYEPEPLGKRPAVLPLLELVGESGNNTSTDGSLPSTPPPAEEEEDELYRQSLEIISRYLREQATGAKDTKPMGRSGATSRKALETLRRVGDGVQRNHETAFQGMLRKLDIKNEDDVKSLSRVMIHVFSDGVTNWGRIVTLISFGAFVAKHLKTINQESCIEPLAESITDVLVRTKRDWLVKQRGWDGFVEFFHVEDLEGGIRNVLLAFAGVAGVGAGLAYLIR
Bcl-2 Bim block: inhibitors of Bim-Bcl-2 binding, primary screen, biochemical, multiplexed, human Bcl-2 family; 190,000 compounds, 0.06% hits; Bead-based flow cytometry, Bim peptide-Bcl-2 binding; inhibition, % at 10 µM; Apoptosis regulator Bcl-2 (Homo sapiens), P10415; in the data active = inhibition above about 40%; inconclusive = no clear call, values can overlap the other calls;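 note: 0% = no compound wells with probe peptide and 100% = reference peptide inhibitor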
RGS8-Gao: RGS8-Galphao binding modulators, primary screen, biochemical, multiplexed bead flow cytometry | Guanine nucleotide-binding protein G(o) subunit alpha (Homo sapiens), P09471 | actives lie on both sides | response (percent of control binding), % at 10 µM | 220,000 compounds, 0.34% hits; in the data active = response below about 60% or above about 140%; inactive = in between;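 note: Galphao activated as the GDP aluminium fluoride complex binding bead-coupled RGS8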
RGS7-Gao reg: RGS7-Galphao binding modulators, primary screen, biochemical, multiplexed bead flow cytometry | Guanine nucleotide-binding protein G(o) subunit alpha (Homo sapiens), P09471 | actives lie on both sides | binding response (% of control), % at 10 µM | 220,000 compounds, 0.35% hits | AID 1439, 2008; in the data active = binding response below about 49% or above about 150%; inconclusive = no clear call, values can overlap the other calls; inactive = in between;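 note: fluorescent Galphao held in activated GDP-AlF4 state binding bead-coupled RGS7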
ABCG2 inh: ABCG2 efflux pump inhibitors, primary screen, multiplex with ABCB1, IgMXP3 cells, flow cytometry; inhibition, % at 6.6 µM; JC-1 efflux; 190,000 compounds, 0.1% hits; AID 1325, 2008; Broad substrate specificity ATP-binding cassette transporter ABCG2 (Homo sapiens), Q9UNQ0;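 active = inhibition above 80%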;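 note: 0% = DMSO and 100% = nicardipine control wells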
Target sequence (Q9UNQ0 whole entry, looked up): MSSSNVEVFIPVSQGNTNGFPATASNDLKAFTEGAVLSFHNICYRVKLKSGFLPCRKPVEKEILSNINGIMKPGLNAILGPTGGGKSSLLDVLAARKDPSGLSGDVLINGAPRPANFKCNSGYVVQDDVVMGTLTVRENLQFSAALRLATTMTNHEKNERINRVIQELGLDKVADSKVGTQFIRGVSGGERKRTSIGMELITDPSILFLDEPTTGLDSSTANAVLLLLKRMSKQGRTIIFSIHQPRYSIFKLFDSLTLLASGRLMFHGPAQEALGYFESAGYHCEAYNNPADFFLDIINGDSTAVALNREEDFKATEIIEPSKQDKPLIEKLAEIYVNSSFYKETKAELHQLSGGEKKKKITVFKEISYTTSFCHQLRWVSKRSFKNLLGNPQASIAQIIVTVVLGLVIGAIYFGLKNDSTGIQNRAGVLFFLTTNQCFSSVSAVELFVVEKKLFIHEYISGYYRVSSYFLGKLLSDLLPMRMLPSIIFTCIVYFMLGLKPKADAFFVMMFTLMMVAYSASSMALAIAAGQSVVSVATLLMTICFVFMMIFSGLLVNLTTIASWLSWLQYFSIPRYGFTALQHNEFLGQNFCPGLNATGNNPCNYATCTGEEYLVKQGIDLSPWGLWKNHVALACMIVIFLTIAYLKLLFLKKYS
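Test system: ABCG2 IgMXP3 and barcoded ABCB1 CCRF-Adr cell mix; Schedule: cells with compound and JC-1, 10 min at 25 °C, rotating, no wash; Technique: flow cytometry of retained JC-1 fluorescence; Measure: % inhibition of efflux relative to nicardipine and DMSO; Controls: nicardipine high and DMSO low controls.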
Active calls of the source: *. Cut-off read from the data, not from the text of the source, unless noted: active = inhibition above about 40%.

O=C(Nc1nc(-c2cccs2)c(C(=O)C(F)(F)F)s1)c1ccccc1 was read as Bim-Bcl-XL -1.0, Bim-Bfl-1 2.0, Bcl-B Bim block 0.0, Bcl-W Bim block 1.0, ABCB1 inh 1.0, Bim-Mcl-1 -1.0, Bcl-2 Bim block 1.0 and ABCG2 inh 44.9.
Screening COc1cc(OC)cc(C(=O)Nc2ncc3c(n2)CC(C)(C)CC3=O)c1 returned RGS4-Gao reg 107.5, Bim-Bcl-XL -3.0, Bim-Bfl-1 -3.0, Bcl-B Bim block -5.0, Bcl-W Bim block -2.0, ABCB1 inh 0.4, Bim-Mcl-1 1.0, Bcl-2 Bim block -2.0, RGS8-Gao 103.3, RGS7-Gao reg 108.2 and ABCG2 inh 4.8.
CCOc1nc(NC(=O)NS(=O)(=O)c2ccccc2F)nc(-c2ccccc2)n1 was read as RGS4-Gao reg 100.1, Bim-Bcl-XL -4.0, Bim-Bfl-1 -11.0, Bcl-B Bim block -5.0, Bcl-W Bim block 0.0, ABCB1 inh 0.1, Bim-Mcl-1 0.0, Bcl-2 Bim block -5.0, RGS8-Gao 106.8, RGS7-Gao reg 103.8 and ABCG2 inh 1.3.
`COC(=O)c1ccc(C)c(NS(=O)(=O)c2ccc(OC)c(OC)c2)c1` gave RGS4-Gao reg 100.4, Bim-Bcl-XL -9.0, Bim-Bfl-1 -20.0, Bcl-B Bim block -8.0, Bcl-W Bim block -1.0, ABCB1 inh 3.1, Bim-Mcl-1 -4.0, Bcl-2 Bim block -12.0, RGS8-Gao 103.2, RGS7-Gao reg 97.3 and ABCG2 inh 18.9.
`OCC1CCCN(c2nc(CN3CCCCC3)nc3scc(-c4ccccc4)c23)C1` (stereo not drawn) gave RGS4-Gao reg 98.1, Bim-Bcl-XL -8.0, Bim-Bfl-1 -10.0, Bcl-B Bim block -13.0, Bcl-W Bim block -5.0, ABCB1 inh 1.2, Bim-Mcl-1 -2.0, Bcl-2 Bim block -5.0, RGS8-Gao 97.7, RGS7-Gao reg 96.4 and ABCG2 inh 2.2.
COc1ccccc1C(=O)Nc1nc2cc3c(cc2s1)OCCO3 was read as RGS4-Gao reg 102.2, Bim-Bcl-XL -4.0, Bim-Bfl-1 -2.0, Bcl-B Bim block -3.0, Bcl-W Bim block -1.0, ABCB1 inh -0.7, Bim-Mcl-1 0.0, Bcl-2 Bim block -3.0, RGS8-Gao 100.1, RGS7-Gao reg 101.4 and ABCG2 inh -1.4.
For COCCn1c(SCc2ccccc2Cl)nc2c1c(=O)[nH]c(=O)n2C the results were RGS4-Gao reg 99.9, Bim-Bcl-XL -1.0, Bim-Bfl-1 -2.0, Bcl-B Bim block 0.0, Bcl-W Bim block 1.0, ABCB1 inh 0.6, Bim-Mcl-1 0.0, Bcl-2 Bim block -5.0, RGS8-Gao 99.1, RGS7-Gao reg 97.1 and ABCG2 inh 3.5.
Screening COc1ccccc1N1CCN(CC(O)COc2ccc3c(C)cc(=O)oc3c2)CC1 (stereo not drawn) returned RGS4-Gao reg 98.3, Bim-Bcl-XL -6.0, Bim-Bfl-1 -5.0, Bcl-B Bim block -5.0, Bcl-W Bim block -2.0, ABCB1 inh 2.1, Bim-Mcl-1 -3.0, Bcl-2 Bim block -1.0, RGS8-Gao 100.3, RGS7-Gao reg 98.2 and ABCG2 inh 11.2.
Screening Cc1cc(N2CCN(C)CC2)nc2ccc(NC(=O)c3ccccc3F)cc12 returned RGS4-Gao reg 103.7, Bim-Bcl-XL -2.0, Bim-Bfl-1 -4.0, Bcl-B Bim block -6.0, Bcl-W Bim block -3.0, ABCB1 inh 0.5, Bim-Mcl-1 -1.0, Bcl-2 Bim block 0.0, RGS8-Gao 105.2, RGS7-Gao reg 106.1 and ABCG2 inh 6.4.
Screening COCCNC(=O)C(c1cccs1)N(C(=O)Cn1nnc2ccccc21)c1ccc(OC)cc1 (stereo not drawn) returned RGS4-Gao reg 100.0, Bim-Bcl-XL -5.0, Bim-Bfl-1 0.0, Bcl-B Bim block -3.0, Bcl-W Bim block -1.0, ABCB1 inh 4.0, Bim-Mcl-1 -1.0, Bcl-2 Bim block 0.0, RGS8-Gao 96.2, RGS7-Gao reg 97.0 and ABCG2 inh 12.2.
`CC(C)c1nc2oc3c(NCc4cccnc4)ncnc3c2c2c1CCC2` gave RGS4-Gao reg 100.5, Bim-Bcl-XL -5.0, Bim-Bfl-1 -9.0, Bcl-B Bim block -11.0, Bcl-W Bim block 0.0, ABCB1 inh 2.4, Bim-Mcl-1 0.0, Bcl-2 Bim block -2.0, RGS8-Gao 98.2, RGS7-Gao reg 101.0 and ABCG2 inh 12.7.
For CCOC(=O)Cc1csc(NC(=O)CSc2nnc(-c3ccc(C)cc3)o2)n1 the results were RGS4-Gao reg 95.6, Bim-Bcl-XL -4.0, Bim-Bfl-1 -10.0, Bcl-B Bim block -3.0, Bcl-W Bim block 1.0, ABCB1 inh -1.9, Bim-Mcl-1 0.0, Bcl-2 Bim block -8.0, RGS8-Gao 98.6, RGS7-Gao reg 98.3 and ABCG2 inh -1.2.

Quoted at random: two records from the list
`CC(C)c1nc2oc3c(NCc4cccnc4)ncnc3c2c2c1CCC2` gave RGS4-Gao reg 100.5, Bim-Bcl-XL -5.0, Bim-Bfl-1 -9.0, Bcl-B Bim block -11.0, Bcl-W Bim block 0.0, ABCB1 inh 2.4, Bim-Mcl-1 0.0, Bcl-2 Bim block -2.0, RGS8-Gao 98.2, RGS7-Gao reg 101.0 and ABCG2 inh 12.7.
Screening COc1cc(OC)cc(C(=O)Nc2ncc3c(n2)CC(C)(C)CC3=O)c1 returned RGS4-Gao reg 107.5, Bim-Bcl-XL -3.0, Bim-Bfl-1 -3.0, Bcl-B Bim block -5.0, Bcl-W Bim block -2.0, ABCB1 inh 0.4, Bim-Mcl-1 1.0, Bcl-2 Bim block -2.0, RGS8-Gao 103.3, RGS7-Gao reg 108.2 and ABCG2 inh 4.8.

Other compounds:
`CC(Sc1ccc(Cl)cc1)C(=O)Nc1ccc(S(=O)(=O)N2CCOCC2)cc1` (stereo not drawn) gave RGS4-Gao reg 104.1, Bim-Bcl-XL -3.0, Bim-Bfl-1 -2.0, Bcl-B Bim block 0.0, Bcl-W Bim block 0.0, ABCB1 inh 1.0, Bim-Mcl-1 -3.0, Bcl-2 Bim block -3.0, RGS8-Gao 98.0, RGS7-Gao reg 99.5 and ABCG2 inh 5.2.
`O=S(=O)(c1ccccc1)c1nc(-c2ccco2)oc1NCc1ccccc1` gave RGS4-Gao reg 101.4, Bim-Bcl-XL -2.0, Bim-Bfl-1 -10.0, Bcl-B Bim block -4.0, Bcl-W Bim block 4.0, ABCB1 inh 0.4, Bim-Mcl-1 0.0, Bcl-2 Bim block -5.0, RGS8-Gao 100.8, RGS7-Gao reg 102.3 and ABCG2 inh 0.6.
`Cc1cccc(N)c1SC1CCCCC1O` (stereo not drawn) gave RGS4-Gao reg 94.0, Bim-Bcl-XL -6.0, Bim-Bfl-1 -4.0, Bcl-B Bim block -4.0, Bcl-W Bim block -4.0, ABCB1 inh -0.1, Bim-Mcl-1 -2.0, Bcl-2 Bim block -4.0, RGS8-Gao 97.6, RGS7-Gao reg 90.8 and ABCG2 inh -1.1.
Screening Cc1cc(Cl)ccc1OCCCC(=O)N/N=C/c1cccc([N+](=O)[O-])c1 returned RGS4-Gao reg 100.8, Bim-Bcl-XL -8.0, Bim-Bfl-1 -9.0, Bcl-B Bim block -6.0, Bcl-W Bim block -3.0, ABCB1 inh 0.6, Bim-Mcl-1 -5.0, Bcl-2 Bim block 0.0, RGS8-Gao 101.7, RGS7-Gao reg 97.3 and ABCG2 inh 18.9.
For O=C(Nc1cccc(S(=O)(=O)C(F)F)c1)c1ccc(S(=O)(=O)N2CCCCC2)cc1 the results were RGS4-Gao reg 99.4, Bim-Bcl-XL -4.0, Bim-Bfl-1 -6.0, Bcl-B Bim block -5.0, Bcl-W Bim block 2.0, ABCB1 inh 0.5, Bim-Mcl-1 0.0, Bcl-2 Bim block -5.0, RGS8-Gao 101.3, RGS7-Gao reg 98.4 and ABCG2 inh 5.2.
For CCCc1cc(N2CCN(C(=O)c3ccco3)CC2)n2c(nc3ccccc32)c1C#N the results were RGS4-Gao reg 92.4, Bim-Bcl-XL -4.0, Bim-Bfl-1 -6.0, Bcl-B Bim block 8.0, Bcl-W Bim block 7.0, ABCB1 inh 7.0, Bim-Mcl-1 9.0, Bcl-2 Bim block 1.0, RGS8-Gao 96.7, RGS7-Gao reg 95.4 and ABCG2 inh 9.6.
Screening CCCCn1nc2cc(C(=O)NCC34CC5CC(CC(C5)C3)C4)ccc2c1OC returned RGS4-Gao reg 95.1, Bim-Bcl-XL -2.0, Bim-Bfl-1 0.0, Bcl-B Bim block -2.0, Bcl-W Bim block -1.0, ABCB1 inh 2.3, Bim-Mcl-1 -3.0, Bcl-2 Bim block -1.0, RGS8-Gao 97.9, RGS7-Gao reg 94.9 and ABCG2 inh 21.8.
For COc1cc(/C=C2/NC(=O)N(CC(=O)Nc3ccc(C)cc3)C2=O)ccc1Oc1ccc([N+](=O)[O-])cn1 the results were RGS4-Gao reg 96.3, Bim-Bcl-XL 0.0, Bim-Bfl-1 -2.0, Bcl-B Bim block 0.0, Bcl-W Bim block -1.0, ABCB1 inh 0.5, Bim-Mcl-1 0.0, Bcl-2 Bim block -1.0, RGS8-Gao 98.0, RGS7-Gao reg inconclusive and ABCG2 inh 4.7.
For Cc1ccc(CNC(=O)CN2C(=O)COc3ccc(C)cc32)cc1 the results were RGS4-Gao reg 98.6, Bim-Bcl-XL 0.0, Bim-Bfl-1 -3.0, Bcl-B Bim block -4.0, Bcl-W Bim block -3.0, ABCB1 inh 0.5, Bim-Mcl-1 -1.0, Bcl-2 Bim block 0.0, RGS8-Gao 99.9, RGS7-Gao reg 101.0 and ABCG2 inh 0.9.
For Cn1cc(CN2CCN(Cc3ccc4c(c3)OCO4)CC2)c(-c2ccccc2F)n1 the results were RGS4-Gao reg 96.8, Bim-Bcl-XL -3.0, Bim-Bfl-1 -3.0, Bcl-B Bim block -6.0, Bcl-W Bim block -4.0, ABCB1 inh 0.2, Bim-Mcl-1 -2.0, Bcl-2 Bim block -4.0, RGS8-Gao 98.6, RGS7-Gao reg 90.7 and ABCG2 inh -0.1.
Screening Cc1ccc(S(=O)(=O)N2CCN(C(=O)N(C)C)CC2)cc1 returned RGS4-Gao reg 127.9, Bim-Bcl-XL -1.0, Bim-Bfl-1 -5.0, Bcl-B Bim block -4.0, Bcl-W Bim block -3.0, ABCB1 inh 0.2, Bim-Mcl-1 -1.0, Bcl-2 Bim block 1.0, RGS8-Gao 133.5, RGS7-Gao reg 128.5 and ABCG2 inh -1.3.
